SENP7 inh: inhibitors of human SENP7 protease | inhibition, % at 5 µM | recombinant SENP7, Z-RLRGG-aminoluciferin luminescence, 40 min | AID 434973 | Q9BQF6 | hit rate 1.5% among 330,000;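 active = inhibition above about 50% at the single test dose, limit read from the data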;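 also: plate controls were DMSO with enzyme for no effect and no enzyme buffer wells for full effect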
SENP6 block: SENP6 protease inhibition | Q9GZR1 | Recombinant SENP6 catalytic domain, aminoluciferin luminescence | inhibition, % at 10 µM | hit rate 1.8% among 330,000 | AID 2599;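 active = inhibition above about 50% at the single tested dose, limit read from the data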;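 also: plate controls were DMSO wells with enzyme for no effect and DMSO wells lacking enzyme for full effect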
HKDC1 inh: inhibitors of human hexokinase HKDC1 | Q2TB90 | inhibition, % at 20 µM | AID 493160 | recombinant HKDC1, G6PDH/diaphorase resazurin coupled fluorescence | hit rate 0.16% among 340,000;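 active = inhibition above about 35% when tested at 20 µM, limit read from the data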;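 also: plate controls were DMSO wells with enzyme for no effect and DMSO wells lacking enzyme for full effect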
Target sequence (Q2TB90 whole entry, looked up): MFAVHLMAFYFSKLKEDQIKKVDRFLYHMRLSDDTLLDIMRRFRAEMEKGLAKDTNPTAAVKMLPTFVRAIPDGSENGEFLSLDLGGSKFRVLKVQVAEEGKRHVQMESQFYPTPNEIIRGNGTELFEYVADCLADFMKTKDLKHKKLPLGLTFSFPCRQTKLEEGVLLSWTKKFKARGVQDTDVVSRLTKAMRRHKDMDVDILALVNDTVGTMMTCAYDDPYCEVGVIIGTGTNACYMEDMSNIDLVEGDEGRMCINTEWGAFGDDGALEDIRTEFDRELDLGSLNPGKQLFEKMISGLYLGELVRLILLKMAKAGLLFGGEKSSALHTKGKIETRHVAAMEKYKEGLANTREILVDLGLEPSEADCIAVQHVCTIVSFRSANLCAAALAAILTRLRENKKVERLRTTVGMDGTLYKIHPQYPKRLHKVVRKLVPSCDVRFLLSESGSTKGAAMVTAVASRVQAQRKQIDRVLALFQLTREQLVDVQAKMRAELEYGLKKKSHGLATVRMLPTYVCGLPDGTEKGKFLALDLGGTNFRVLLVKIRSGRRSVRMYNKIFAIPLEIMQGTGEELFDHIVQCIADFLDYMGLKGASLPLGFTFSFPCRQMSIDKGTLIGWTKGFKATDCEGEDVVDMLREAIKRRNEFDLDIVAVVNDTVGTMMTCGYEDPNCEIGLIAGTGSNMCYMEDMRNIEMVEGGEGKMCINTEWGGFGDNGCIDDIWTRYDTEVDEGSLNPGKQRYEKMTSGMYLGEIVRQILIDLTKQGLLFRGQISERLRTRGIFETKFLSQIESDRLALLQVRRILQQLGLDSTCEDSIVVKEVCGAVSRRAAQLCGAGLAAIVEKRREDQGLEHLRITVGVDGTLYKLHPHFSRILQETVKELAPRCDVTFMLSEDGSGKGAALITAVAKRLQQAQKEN
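System: Recombinant HKDC1 hexokinase | Amount: HKDC1 at 5 µg/mL | Reagent: Glucose with 1 mM ATP | Doses: Single 20 µM dose | Incubation: Reaction time 90 min, room temperature, protected from light | Signal: Coupled resazurin fluorescence, excitation 525 nm, emission 613 nm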
SENP1 inh: SENP1 (human) catalytic domain inhibition. hit rate 0.21% among 360,000. recombinant SENP1 catalytic domain, CyPet-SUMO1-YPet FRET cleavage. inhibition, % at 10 µM;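 active = inhibition at least 30% at 10 µM, raw YFP signal under a set limit, fluorescence ratio 0.5 to 1.5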;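 also: 0% = enzyme with DMSO and 100% = no enzyme wells; some results filed as inactive read as strong as hits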
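Assay system – human recombinant His6-tagged SENP1 catalytic domain enzyme · Input – SENP1 enzyme, 20 pM final · Buffer or medium – Tris pH 8 buffer plus EDTA, NaCl, BME, BSA, NP40, catalase · Schedule – 50 min reaction at room temperature · Technique – FRET read of cyan and yellow fluorescence · Control set – no-enzyme wells low, DMSO-plus-enzyme wells high control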
Apaf-1 inh: blocks human Apaf-1 apoptosome activity; O14727; reconstituted apoptosome caspase-3 activity, DEVD-Rh110 fluorescence; inhibition, % at 20 µM; hit rate 0.71% among 330,000; AID 489030; active = inhibition of at least 40% at 20 µM;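 also: plate controls were DMSO wells for no effect and DEVD-CHO caspase inhibitor wells for full effect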
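Material: reconstituted apoptosome with Apaf-1, cytochrome c, caspase-9, procaspase-3, dATP. Technique: Rh110 fluorescence intensity. Buffer or medium: pH 7.5 Hepes buffer with CHAPS, BSA, DTT. Times: 30 min plus 50 min, RT.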
NALP3 yeast inh: inhibitors of NALP3 inflammasome in yeast; Yeast reconstituted NLRP3/ASC/caspase-1, beta-gal luminescence, 24 h; inhibition, % at 10 µM; hit rate 0.39% among 330,000;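 active = inhibition of 50% or more; inactive = inhibition below 50%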;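 also: plate controls were induced DMSO wells for no effect and uninduced yeast grown without galactose for full effect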
SENP8 block-1: inhibitors of human SENP8 protease; Q96LD8; purified SENP8, Z-RLRGG-aminoluciferin cleavage, luminescence; inhibition, % at 10 µM; hit rate 1.2% among 330,000; AID 2540; in the data active = inhibition above about 50%
Target sequence (Q96LD8 whole entry, looked up): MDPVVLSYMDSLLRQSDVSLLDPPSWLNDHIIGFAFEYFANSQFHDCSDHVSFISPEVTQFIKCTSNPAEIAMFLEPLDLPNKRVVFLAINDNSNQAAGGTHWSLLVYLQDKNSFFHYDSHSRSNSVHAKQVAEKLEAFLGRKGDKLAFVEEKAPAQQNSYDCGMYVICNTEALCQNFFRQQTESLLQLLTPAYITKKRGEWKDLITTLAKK
PfGluPho inh: PfG6PD (Plasmodium falciparum) enzyme inhibition; inhibition, % at 20 µM; hit rate 0.78% among 350,000; AID 504690; PfGluPho enzyme, NADPH resazurin-diaphorase fluorescence;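 active = inhibition reaching at least a set limit at 20 µM in the primary screen, cut at about 59% in these data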;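 also: 0% = DMSO wells with substrate and 100% = DMSO wells lacking glucose-6-phosphate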
SENP8 block-2: blocks human SENP8 cleavage of Nedd8 substrate | hit rate 0.64% among 360,000 | AID 602440 | Q96LD8 | inhibition, % at 20 µM | recombinant SENP8, Nedd8 substrate fluorescence; in the data active = inhibition mostly above about 40%, no sharp cut-off; inactive = mostly below about 27%
An asterisk follows results filed as active; . = no result given.

SMILES | SENP7 inh | SENP6 block | HKDC1 inh | SENP1 inh | Apaf-1 inh | NALP3 yeast inh | SENP8 block-1 | PfGluPho inh | SENP8 block-2
Cc1cccc(NC(=O)CSc2nnc(-c3cc(C)[nH]n3)n2N)c1 | 1 | 9 | -4 | 0 | -9 | 4 | 6 | 12 | 9
CCCCNCc1cc(Br)c(OCC(=O)NCc2ccccc2)c(OC)c1 | -6 | -14 | -5 | 2 | 7 | -3 | -6 | 0 | 19
O=C(NC1CC1)C1CC(=O)N(c2cccc(Cl)c2)C1 (stereo not drawn) | -8 | -4 | -7 | 2 | 4 | -1 | -6 | 25 | 9
Cc1nc2ccccc2n1C(=O)c1cc(-c2ccc(Br)cc2)nc2ccccc12 | -8 | 3 | 2 | -1 | 12 | 13 | -9 | -8 | -9
Cc1cc(C)c(C#N)c(OCc2ccc(Cl)nc2)n1 | -8 | -7 | 2 | 4 | 3 | 32 | -10 | -7 | 13
COC(=O)c1ccc(COc2cc([N+](=O)[O-])cc3cccnc23)cc1 | -3 | -9 | 12 | . | -35 | 11 | -9 | 10 | .
COc1ccc(CN2C(=NC(=O)C3CC3)SC3CS(=O)(=O)CC32)cc1OC (stereo not drawn) | 1 | -1 | 4 | 0 | 2 | 6 | 6 | -7 | 2
N#Cc1c(-c2ccccc2)cc(-c2ccccc2)nc1Br | -4 | -17 | 2 | 0 | 4 | 15 | -12 | -5 | 10
Cc1cc(NC(=O)C2C3C(=O)N(Cc4ccc(Cl)cc4)C(C(=O)NC4CCCCC4)C34C=CC2(C)O4)no1 (stereo not drawn) | 1 | 1 | 0 | 3 | -3 | 12 | 1 | -9 | 22
CCCc1cc(=O)[nH]c(SCCOC(=O)c2ccccc2)n1 | 10 | 22 | 0 | 0 | -3 | 3 | 1 | -5 | 5

The last two records of the section above come first, to join the parts.
SMILES | SENP7 inh | SENP6 block | HKDC1 inh | SENP1 inh | Apaf-1 inh | NALP3 yeast inh | SENP8 block-1 | PfGluPho inh | SENP8 block-2
Cc1cc(NC(=O)C2C3C(=O)N(Cc4ccc(Cl)cc4)C(C(=O)NC4CCCCC4)C34C=CC2(C)O4)no1 (stereo not drawn) | 1 | 1 | 0 | 3 | -3 | 12 | 1 | -9 | 22
CCCc1cc(=O)[nH]c(SCCOC(=O)c2ccccc2)n1 | 10 | 22 | 0 | 0 | -3 | 3 | 1 | -5 | 5
Cc1ccc(C(=O)Nc2sc(Cc3ccc4c(c3)OCO4)c(C)c2C(N)=O)cc1 | -7 | 4 | 5 | -2 | 2 | 16 | 7 | -6 | -417
Cc1ccc(N2CCN(S(=O)(=O)c3c(C)noc3C)CC2C)cc1 (stereo not drawn) | 9 | -10 | -1 | -2 | 3 | 24 | -1 | 10 | 2
CCCCc1cc(=O)oc2cc(O)cc(O)c12 | -8 | 0 | 1 | -148 | -1 | 21 | -1 | -3 | -369
Cc1c(Cc2ccccc2)sc(NC(=O)Cc2ccccc2)c1C(N)=O | 1 | -1 | -52 | 4 | 0 | 12 | -8 | 54 | -5
COC(=O)CCCC1=CC2=CC(=O)C(C)(OC(=O)CCc3ccccc3)C(=O)C2=CO1 (stereo not drawn) | -17 | -8 | 16 | -31 | 13 | 6 | -16 | 9 | -222
COc1cc2c(-c3ccc(O)cc3)nc3c(c(C)nn3-c3ccccc3)c2cc1OC | . | . | 17 | 0 | . | . | . | 12 | -287
Cc1cccc(CC2CC(=O)N(c3ccc(C)cc3Br)C2=O)c1 (stereo not drawn) | -2 | 22 | -5 | 1 | 10 | -9 | 7 | 13 | 16
C=CCc1cccc2cc(C(=O)NC(C)(C)C)c(=O)oc12 | 9 | 4 | -5 | 3 | 7 | 36 | -8 | -8 | -205
CCc1nnc(NS(=O)(=O)c2ccc(NCc3cc(Br)ccc3O)cc2)s1 | -5 | 8 | 10 | -1 | 25 | 6 | -13 | -34 | 4
O=C1/C(=C/c2ccco2)CCc2ccccc21 | -1 | 87* | 7 | -35 | -12 | 1 | 75* | 9 | -50
CCOC(=O)N1CCN(CC(O)COC(CC)c2ccccc2)CC1 (stereo not drawn) | -15 | -36 | -5 | 1 | 16 | 24 | -14 | -7 | 17
O=C(CCNC(=O)c1ccc([N+](=O)[O-])cc1)NCCCN1CCCC1=O | 7 | 1 | -4 | 0 | 6 | 5 | 2 | -21 | 12
Cc1c(Nc2scc(-c3ccccc3)[n+]2-c2ccccc2)c(=O)n(-c2ccccc2)n1C | 10 | 0 | 3 | 4 | -3 | -2 | 5 | 18 | 12
O=C(O)c1cc2nc3c(c(C(F)(F)F)n2n1)CCCC3 | 4 | -2 | -8 | 0 | 1 | 12 | -11 | -15 | 4
O=C(O)CCCc1ccc2c(c1)CCc1ccccc1-2 | -14 | 50* | 7 | 1 | 4 | 30 | 34 | -31 | -29
Cc1ccc(NC(=O)C2CC(=O)N(Cc3ccccc3)C2)nc1 (stereo not drawn) | -5 | -12 | -2 | 0 | 16 | 15 | -6 | -10 | 7
Cc1cccc(N2CCN(CC(=O)NCc3ccc(Cl)cc3)CC2)c1C | -12 | -4 | -1 | 1 | 24 | 11 | -1 | -31 | 11
COc1cccc(CNC(=O)CN2C(=O)COc3ccc(S(=O)(=O)N4CCCC4)cc32)c1 | -3 | -7 | -7 | 2 | -82 | 14 | -3 | -64 | 3
O=c1nc(/C=C/c2ccc(O)c(O)c2)oc2ccccc12 | . | . | 8 | -5 | . | . | . | -32 | -113
COc1ccc(CC(NC(C)=O)C(=O)NC2CCN(S(=O)(=O)c3ccc(NC(C)=O)cc3)CC2)cc1OC (stereo not drawn) | 3 | -7 | 5 | 1 | 2 | 7 | 9 | -5 | 14
Cc1oc2cc3oc(=O)c(CC(=O)O)c(C)c3cc2c1-c1ccccc1 | -7 | -1 | 5 | -31 | 3 | 14 | 3 | -38 | -246
CCN(CC)CCN1C(=O)c2ccccc2NC1c1ccc(C)cc1 (stereo not drawn) | 10 | -22 | 12 | -12 | -12 | -2 | -1 | 7 | -309
CC(C)[C@H](NC(=O)OCc1ccccc1)C(=O)OCC(=O)N1CCN(c2ccc(F)cc2)CC1 | 2 | -1 | 4 | 2 | 4 | 14 | -5 | -7 | 4
COC(=O)c1c(NC(=S)Nc2ccc(C(=O)N3CCOCC3)cc2)sc2c1CCC2 | 0 | 1 | -6 | -6 | 8 | 5 | 1 | -8 | 8
O=C(CN1C(=O)CCSc2ccc(S(=O)(=O)N3CCOCC3)cc21)Nc1cccc(F)c1 | -1 | -7 | 1 | -3 | -1 | -10 | 2 | 4 | 16
CC1CCN(c2ccc3nnc(CCC(=O)N4CCCCC4)n3n2)CC1 | 2 | -3 | -1 | 1 | 0 | -1 | -8 | 2 | -6
CCn1c(O)c(/C=N/N=C/c2ccc(OC)cc2)c2cc(C3=NNC(=O)CC3)ccc21 | 5 | 0 | -3 | -30 | -8 | 17 | 3 | -11 | -295
S=c1sc2c(N3CCN(Cc4ccccc4)CC3)ncnc2n1-c1ccccc1 | -2 | -4 | 0 | 0 | 10 | 1 | -7 | -8 | 18
Cc1cccc2cc(C#N)c(SCc3nnc(-c4ccccc4[N+](=O)[O-])o3)nc12 | -3 | 10 | -2 | 1 | 10 | 12 | -11 | -24 | 18
Cc1ccc(C(=O)CC2(O)C(=O)N(C)c3ccc(Br)cc32)c(C)c1 (stereo not drawn) | 3 | -6 | -3 | 1 | 9 | 2 | -7 | 21 | 2

Single records (already shown).
Cc1ccc(C(=O)CC2(O)C(=O)N(C)c3ccc(Br)cc32)c(C)c1 (stereo not drawn) across the screens: SENP7 inh: 3; SENP6 block: -6; HKDC1 inh: -3; SENP1 inh: 1; Apaf-1 inh: 9; NALP3 yeast inh: 2; SENP8 block-1: -7; PfGluPho inh: 21; SENP8 block-2: 2
CCN(CC)CCN1C(=O)c2ccccc2NC1c1ccc(C)cc1 (stereo not drawn) across the screens: SENP7 inh: 10; SENP6 block: -22; HKDC1 inh: 12; SENP1 inh: -12; Apaf-1 inh: -12; NALP3 yeast inh: -2; SENP8 block-1: -1; PfGluPho inh: 7; SENP8 block-2: -309

More results
SMILES | SENP7 inh | SENP6 block | HKDC1 inh | SENP1 inh | Apaf-1 inh | NALP3 yeast inh | SENP8 block-1 | PfGluPho inh | SENP8 block-2
CCOC(=O)N1CCC(Nc2c(N3CCN(c4cccc(C(F)(F)F)c4)CC3)c(=O)c2=O)CC1 | -7 | -3 | -14 | 2 | 4 | 3 | -6 | 6 | 11
Cc1cc(C)c(-n2c(SCCS(=O)(=O)c3ccc(F)cc3)n[nH]c2=O)c(C)c1 | 2 | -8 | -4 | 1 | -17 | 3 | 7 | -9 | 17
O=C(N/N=C/c1ccc2ncccc2c1)c1ccco1 | 66* | 66* | -9 | -2 | 1 | 2 | 33 | 5 | 14
COc1cccc(/C=C/C(=O)OCC(=O)N2CCN(S(=O)(=O)c3ccc(Cl)cc3)CC2)c1 | 0 | -6 | -8 | 3 | 36 | 15 | -1 | -7 | -272
COc1ccc(CCNC(=O)CN(Cc2ccc(Cl)cc2)S(C)(=O)=O)cc1OC | 0 | 18 | 4 | -1 | 2 | 1 | 2 | -11 | 24
COC(=O)C1=C(C)N(Cc2ccccc2)C(=NCCN2CCOCC2)N[C@H]1CCc1ccccc1 | -7 | -9 | -1 | -10 | 15 | 11 | 5 | 13 | -18
O=C(NCCc1csc(-c2cccnc2)n1)c1cccc2ccccc12 | -1 | -6 | -9 | -6 | 3 | 18 | -8 | -6 | 1
O=C(/C=C/c1ccc(Cl)cc1Cl)Nc1ccncc1 | 43 | 78* | -2 | 0 | 6 | -11 | 56* | 15 | 15
CC1(C)CC(=O)c2sc(NS(=O)(=O)c3ccc([N+](=O)[O-])cc3)nc2C1 | -1 | 4 | 2 | 0 | 6 | 7 | -3 | 8 | 18
CC(=O)NNc1ncnc2c1cnn2-c1ccc(C)c(Cl)c1 | -4 | -6 | -1 | 0 | 10 | 0 | -8 | 3 | -7
Cc1ccc(-c2nc(NC(=O)CSc3nnc4scc(-c5ccccc5)n34)ns2)cc1 | -1 | 17 | 7 | 3 | 9 | 6 | -1 | 6 | 14
Cc1ccc(NC(=O)CCNC(=O)c2ccc(Cl)cc2)nc1 | -4 | -12 | -6 | -1 | 16 | 12 | -11 | -16 | -6
COc1cc(NC(=O)c2cccnc2Sc2ccc(Cl)cc2)cc(OC)c1OC | -4 | -9 | -7 | 0 | 8 | 15 | -5 | -7 | 26
COc1cc(C(N)=O)ccc1OCc1ccccc1 | 14 | 0 | -3 | 0 | 5 | 17 | -4 | -6 | 5
Oc1ccc(CCNc2c3ccccc3nc3ccccc23)cc1O | 0 | -15 | 11 | -28 | -4 | 26 | 2 | 46 | -211
O=C1CSC(c2ccccc2[N+](=O)[O-])N1CCc1ccccc1 (stereo not drawn) | 3 | 1 | -6 | 1 | -7 | -1 | 2 | 0 | 1
Cc1nn(C)c(Oc2ccccc2)c1CCNS(=O)(=O)c1ccccc1 | -3 | -17 | -3 | -1 | 7 | 18 | 0 | 8 | 23
Cc1ccc(N(CC(=O)NCc2ccc(F)cc2)C(=O)CCC(=O)Nc2ccccn2)cc1C | 4 | 9 | 2 | -6 | 17 | 0 | 8 | -6 | 13
CCC(=O)Nc1nonc1-c1nc2ccccc2n1N(C(=O)CC)C(=O)CC | 5 | 8 | -3 | -23 | 1 | 11 | -1 | 11 | -155

Screens deposited in PubChem by Sanford-Burnham Center for Chemical Genomics.
